Luciferase inh: Firefly luciferase inhibition profiling of diverse chemical library using quantitative high-throughput screening | Luciferin 4-monooxygenase (Photinus pyralis), P08659 | purified P. pyralis luciferase, luminescence, biochemical | Potency, µM (top dose mostly 115 µM), inactives show at the top dose activity change, negative = inhibition, usual class: inhibitors | actives 2.5% (n = 76,000); also: potency is read from the fitted curve at half-maximal effect; nearly all actives have a fitted effect of over 65% in size
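FLuc 10nM, D-luciferin 10uM, ATP 10uM, Mg acetate 10mM, Tris acetate pH 7.5, Tween/BSA; cpd qHTS; enzyme added last; CCD luminescence.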
3T3 cytotox: Cytotoxic Profiling in NIH 3T3 Cell Line of Diverse Libraries Using Quantitative High-Throughput Screening | NIH 3T3 viability, CellTiter-Glo ATP luminescence, 48-72 h | Potency, µM (top dose mostly 96.7 µM), without a hit: at the highest dose activity change, negative = cytotoxicity, hits mostly inhibitors | actives 4.3% (n = 94,000); also: potency is read from the fitted curve at half-maximal effect; nearly all actives have a fitted effect of over 55% in size
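Cytotoxicity is measured as loss of cellular ATP: NIH 3T3 cells (400/well) are exposed to compound for 48 or 72 hr at 37 °C, then CellTiter-Glo luminescence is imaged after 10 min at room temperature.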
SNCA expr inh: Primary qHTS assay for inhibitors of alpha-synuclein gene (SNCA) expression | Potency, µM (top dose mostly 57.2 µM), for inactives: at the highest dose activity change, negative = inhibition, most hits filed as inhibitors | HEK-293 SNCA-luciferase knock-in, luminescence, 24 h | actives 0.17% (n = 140,000);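 also: potency is read from the fitted curve at half-maximal effect; plate controls were DMSO cells for no effect and cell-free wells for full effect; nearly all actives have a fitted effect of over 45% in size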
HEK293 viab: GF-AFC viability counterscreen for inhibitors of alpha-synuclein gene (SNCA) expression | HEK-293-SNCA-luc viability, GF-AFC fluorescence, 24 h | Potency, µM (doses to about 57.1 µM), without a hit: top-dose activity change, negative = cytotoxicity, hits mostly cytotoxic | actives 0.12% (n = 150,000) | AID 1671193, 2021;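 also: potency is read from the fitted curve at half-maximal effect; 0% = DMSO-treated cells and -100% = medium-only wells without cells; nearly all actives have a fitted effect of over 30% in size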
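Cytotoxicity counterscreen: after 24 h compound treatment of genome-edited SNCA-luciferase HEK-293 cells, live-cell protease substrate GF-AFC read by fluorescence after 30 min; activity scaled between DMSO (0%) and medium-only (-100%), curves Hill-fitted.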
GPT2 inhibitor: Primary qHTS assay for inhibitors of Glutamate pyruvate transaminase 2 (GPT2). Alanine aminotransferase 2 (Homo sapiens), Q8TD30. Recombinant GPT2, coupled pyruvate oxidase/HRP Amplex Red fluorescence. Potency, µM (top dose mostly 57.7 µM), for the others: at the top dose activity change, negative = inhibition, most hits filed as inhibitors. actives 0.25% (n = 100,000). AID 1671188, 2021; also: potency is read from the fitted curve at half-maximal effect; nearly all actives have a fitted effect of over 60% in size; many of its hits are not listed in these tables
Target sequence (Q8TD30 whole entry, looked up): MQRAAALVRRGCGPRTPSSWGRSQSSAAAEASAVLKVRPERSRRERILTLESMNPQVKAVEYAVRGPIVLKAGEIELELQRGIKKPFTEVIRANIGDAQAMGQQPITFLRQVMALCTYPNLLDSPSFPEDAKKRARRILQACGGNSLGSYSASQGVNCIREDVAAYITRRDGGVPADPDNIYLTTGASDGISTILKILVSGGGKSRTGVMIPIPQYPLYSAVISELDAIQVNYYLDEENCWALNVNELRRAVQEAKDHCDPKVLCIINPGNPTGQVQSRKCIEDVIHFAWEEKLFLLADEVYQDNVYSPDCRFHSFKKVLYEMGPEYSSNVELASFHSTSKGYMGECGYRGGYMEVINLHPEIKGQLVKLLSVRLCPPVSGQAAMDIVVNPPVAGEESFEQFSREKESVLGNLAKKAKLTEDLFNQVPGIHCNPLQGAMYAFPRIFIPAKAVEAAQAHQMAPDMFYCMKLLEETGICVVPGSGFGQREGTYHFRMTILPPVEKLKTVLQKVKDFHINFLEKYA
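Fluorescence read-out: pyruvate from GPT2 turnover coupled to pyruvate oxidase, HRP and Amplex Red (0.2mM ThPP, 0.2U/mL PO and HRP, 50uM Amplex final). Substrates 250uM a-KG, 2mM L-alanine; enzyme 10ng/uL; 30 min RT.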
HEK cytotox: Cytotoxic Profiling in HEK 293 Cell Line of Diverse Libraries Using Quantitative High-Throughput Screening. AID 1345083, 2018. Potency, µM (doses to about 115 µM), for the others: at the highest dose activity change, negative = cytotoxicity, hits mostly inhibitors. actives 6.6% (n = 94,000). HEK 293 viability, ATP luminescence (CellTiter-Glo), 48-72 h; also: potency is read from the fitted curve at half-maximal effect; nearly all actives have a fitted effect of over 60% in size
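Pintool-delivered compounds were incubated with HEK 293 cells (250 cells/well) at 37 degree Celsius for 48 or 72 hr. ATP-dependent luminescence (CellTiter-Glo) then reported remaining viable cells.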
IP6K1 inh: Primary qHTS assay for small molecule inhibitors of Inositol hexaphosphate kinase 1 (IP6K1). activity change, % (series mostly up to about 58 µM). Inositol hexakisphosphate kinase 1 (Homo sapiens), Q92551. actives 0.81% (n = 140,000). IP6K1 kinase, ADP-Glo luminescence, 2 h; active compounds read low; in the data active = activity change below about -25%
Target sequence (Q92551 whole entry, looked up): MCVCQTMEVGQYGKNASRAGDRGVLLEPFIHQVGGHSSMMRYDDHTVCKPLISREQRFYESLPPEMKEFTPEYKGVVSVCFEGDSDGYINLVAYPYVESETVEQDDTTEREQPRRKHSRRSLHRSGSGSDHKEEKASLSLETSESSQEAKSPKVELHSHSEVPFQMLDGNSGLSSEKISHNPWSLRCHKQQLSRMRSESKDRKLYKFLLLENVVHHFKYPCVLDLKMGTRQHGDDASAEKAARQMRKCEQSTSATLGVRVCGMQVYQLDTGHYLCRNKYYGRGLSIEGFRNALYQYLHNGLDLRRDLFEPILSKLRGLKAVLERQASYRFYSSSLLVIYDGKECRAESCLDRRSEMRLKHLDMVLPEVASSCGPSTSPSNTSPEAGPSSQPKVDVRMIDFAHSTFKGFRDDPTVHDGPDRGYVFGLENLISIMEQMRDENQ
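ADP-Glo luminescence measures ADP made by human IP6K1 during a 2 h RT reaction with ATP/IP6 (mix at 1.3 mM/130 uM); top library doses 57.5 and 19.1 uM final.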
Active calls of the source: *; i = inactive; u = inconclusive; x = not tested or not shown; [ ] = remark or other dose. Unless noted, calls follow the shape of the dose curve; as a rule, active = well fitted curve in the direction sought with a large enough effect; inconclusive = small, poorly fitted or top-dose-only effect, or another doubt; inactive = no such curve, though single readings can be large; an effect the other way counts as inactive or inconclusive. Unless noted, % is scaled to controls: 0 for no effect and ±100 for the full control effect. Only part of the results is shown; rates above refer to the full screens.

SMILES	Luciferase inh	3T3 cytotox	SNCA expr inh	HEK293 viab	GPT2 inhibitor	HEK cytotox	IP6K1 inh
COCCN(Cc1ccco1)C(=O)c1cc2c(Cl)nc3ccc(C)cc3c2s1	x	x	5%	8%	x	x	22
CNC(=O)N1CCOc2ccc(CCC(=O)NCC3CC3)cc2C1	-3%	-17%	-1%	-12%[12.5 µM]	4%	-2%	-3
CC(C)Nc1ncnc2c1CN(C1CCCC1)C(=O)CN2C	x	-16%[138 µM]	9%[87.6 µM]	-10%[87.6 µM]	i	-10%[172 µM]	6
COc1cccc(C(=O)COC(=O)c2cc(-c3cccs3)nc3ccccc23)c1	x	x	-1%	4%	x	x	1
COc1ccc(S(=O)(=O)N2C[C@@H]3C[C@H](C2)c2c(-c4ccc(NC(C)=O)cc4)ccc(=O)n2C3)cc1	-1%	-3%	-2%	-10%	2%	-8%	16
CC(C)NC(=O)C1CCc2nnc(C3CCN(S(=O)(=O)c4ccccc4)CC3)n21 (configuration not stated)	x	i	-9%	5%	-9%	i	-14
O=C(CSc1nc2ccccc2c2nc(-c3ccccc3)nn12)Nc1ccc(F)cc1	x	x	1%	-6%	x	x	9
COc1ccc(Nc2ncc(C(=O)N3CCN(c4ccc(OC)cc4)CC3)c3ccccc23)cc1	x	x	u	-7%	x	x	12
Cc1nc(S(=O)(=O)N2CCC(Cc3noc(-c4ccccc4)n3)C2)cn1C (configuration not stated)	3%	-11%	7%	-12%	-1%	-13%	-2
CN(C(=O)CSc1nc2ccc(NC(=O)COc3ccccc3)cc2s1)c1ccccc1	x	x	-1%	-12%	x	x	-16
O=C(NC1CC(=O)N(c2ccc(Cl)cc2)C1)C(=O)c1c[nH]c2ccccc12 (configuration not stated)	x	x	-4%	0%	x	x	20
Cn1c2c(cc(C(=O)N3CC[C@](C)(O)[C@@H](O)C3)c1=O)CCCC2	1%	-7%	10%	-13%	1%	-23%	36
CCc1cc(=O)n(CC(=O)Nc2ccccc2C)c(-c2cccc(F)c2)n1	2%	u	u	-14%	i	u	-6
O=C1[C@H]2CN(Cc3ccc(Br)cc3)C[C@H]2C(=O)N1Cc1ccc2c(c1)OCO2	14%	u	-1%	5%	i	u	-4
CCc1ccc(S(=O)(=O)NCc2nc3cccnc3n2Cc2cccc(OC)c2)cc1	x	x	34%[activator]	-20%	x	x	-15
O=C(Cc1ccccc1)N1CCC(Oc2cccc(F)c2)C1 (configuration not stated)	-26%	u	-22%	-2%	2%	u	16
Clc1ccccc1Cn1c(-c2cccs2)nc2ccccc21	x	x	-18%	8%	x	x	5
O=C(NCC1CCN(Cc2cccc(F)c2)CC1)c1cc2ccc3cccnc3c2[nH]1	x	x	53%[activator]	9%	x	x	1
NC(=O)CN1C(=O)CO[C@H]2CN(Cc3ccc4c(c3)OCO4)C[C@H]21	-2%[172 µM]	-10%[138 µM]	-13%[87.6 µM]	4%[87.6 µM]	-2%[88.5 µM]	-15%[172 µM]	-6
O=C1NCCCCCCN(C(=O)c2ccco2)[C@H]2C[C@H](C(=O)N3CCN(c4ccccn4)CC3)C[C@@H]12	-4%	i	-15%	5%	5%	2%	8
Cc1cc(C)cc(C(=O)N2CCCC3(C2)NC(=O)N(Cc2ccccc2)C3=O)c1 (configuration not stated)	-7%	-15%	-1%	-6%	i	-19%	7
Cc1ccc(NC(=O)C(=O)NCCCN2CCOCC2)cc1C	x	x	28%	4%	x	x	32
CCn1c(SCCOc2ccccc2F)nc2ccccc21	x	x	22%	4%	x	x	10
CCOc1cc(C(=O)N2CCC[C@H]2c2nc(-c3ccccc3Cl)no2)cc(OCC)c1OCC	-1%	u	2%	-1%	i	u	-3

Molecules shown so far that contain fluorine:
SMILES	Luciferase inh	3T3 cytotox	SNCA expr inh	HEK293 viab	GPT2 inhibitor	HEK cytotox	IP6K1 inh
O=C(CSc1nc2ccccc2c2nc(-c3ccccc3)nn12)Nc1ccc(F)cc1	x	x	1%	-6%	x	x	9
CCc1cc(=O)n(CC(=O)Nc2ccccc2C)c(-c2cccc(F)c2)n1	2%	u	u	-14%	i	u	-6
O=C(Cc1ccccc1)N1CCC(Oc2cccc(F)c2)C1 (configuration not stated)	-26%	u	-22%	-2%	2%	u	16
O=C(NCC1CCN(Cc2cccc(F)c2)CC1)c1cc2ccc3cccnc3c2[nH]1	x	x	53%[activator]	9%	x	x	1
CCn1c(SCCOc2ccccc2F)nc2ccccc21	x	x	22%	4%	x	x	10

Next results follow:
SMILES	Luciferase inh	3T3 cytotox	SNCA expr inh	HEK293 viab	GPT2 inhibitor	HEK cytotox	IP6K1 inh
O=C(c1ccccc1F)N1CCN(C(=O)c2nc3cccnc3n(C3CC3)c2=O)CC1	x	-20%	11%	5%	i	-7%	8
COc1ccc(CCC(=O)N2CCC3(CC2)CN(Cc2ccc(OC)cc2)C3=O)cc1	6%	u	u	-14%	-2%	u	37
Cc1ccc(C)c(NC(=O)CSc2nnc3[nH]c(=O)cc(-c4ccccc4)n23)c1	x	x	1%	-2%	x	x	14
O=C(Cn1ncc2c3ccccc3n(Cc3ccccc3)c2c1=O)NCc1cccs1	x	x	16%	-4%	x	x	17
O=C1CO[C@H]2CN(Cc3ccc(F)c(F)c3)C[C@H]2N1Cc1ccccn1	-7%[172 µM]	-13%[138 µM]	-7%[87.6 µM]	-11%[87.6 µM]	4%[88.5 µM]	-18%[172 µM]	-11
O=C(c1cccc(F)c1)N1CCOC[C@H](Oc2ccc(C(F)(F)F)cn2)C1	-5%[172 µM]	-10%[138 µM]	16%[87.6 µM]	6%[87.6 µM]	-8%[88.5 µM]	-23%[172 µM]	2
COc1ccc(C)cc1NC(=O)CN1C(=O)CCc2cc(S(=O)(=O)N3CCOCC3)ccc21	x	x	3%	6%	x	x	19
COc1ccc(CCNC(=O)C(=O)Nc2ccc(C)c(C)c2)cc1	x	x	8%	-6%	x	x	-11
CCC(=O)Nc1ccc(CC)cc1-c1nc2ccccc2n(CC(=O)Nc2cccc(OC)c2)c1=O	x	x	-13%	-23%	x	x	1
Cc1cccc(NC(=O)C(=O)NCC(c2cccnc2)N2CCOCC2)c1 (configuration not stated)	x	x	39%[activator]	18%	x	x	44
c1ccc(C2=NOC3(CCN(C4CCCCC4)CC3)C2)cc1	x	-18%	-10%	-18%	i	-19%	-5
COc1cccc(CNC(=O)CCc2nnc3n(C)c(=O)c4sccc4n23)c1	x	x	1%	6%	x	x	-2
CCn1ncc(N2CCC(NC(=O)Cc3ccsc3)CC2)cc1=O	3%	1%	-6%	7%	-1%	-4%	13
CN(C)CCCc1cc(C(=O)Nc2ccc(-c3ccncc3)cc2)ccc1O	x	x	24%	u	2%	x	x
CCn1cc(S(=O)(=O)c2ccc(OC)cc2)c(=O)c2cc(F)c(N3CCCCCC3)cc21	x	x	47%	6%	x	x	8
CSc1ccc(-c2cccc(CN3CCC(NC(=O)C4CCCC4)CC3)c2)cc1	x	-2%	x	x	x	0%	-7
COc1ccc(C2(c3nc(C4CCOC4)no3)CCCC2)cc1OC (configuration not stated)	6%	-28%	7%	-1%	i[11.5 µM]	u	-19
CCCN1CCCCC12Cc1ccccc1CN(C(=O)C1CCN(C)CC1)C2 (configuration not stated)	x	u	22%	-10%	-5%	u	1
Cc1cnc(C)c(-c2cc(O)c3c(c2)CN(CC2CNC(=O)O2)CCO3)n1 (configuration not stated)	0%	i	-28%	-4%	i	i	22
NC(=O)C1CCN(C(=O)[C@H]2C[C@@H](O)[C@H](O)[C@@H]3N=C(Nc4ccc(F)cc4)S[C@@H]32)CC1	5%	2%	13%	7%	0%	i	-5
Cc1ccc(NC(=O)CCn2ccn3nc4c(c3c2=O)CCCC4)c(C)c1	0%	-15%	5%	-10%	-3%	u	-7
Cc1sc2c(c1C)c(=O)n(Cc1ccccc1)c(=O)n2CC(=O)Nc1cccc(Cl)c1	x	x	u	5%	x	x	-18
CCn1cc(C(=O)NCc2ccc(C)cc2)c(=O)c2cc(S(=O)(=O)N(C)C3CCCCC3)ccc21	x	x	u	-8%	x	x	-9
CCN1CCN(C(=O)c2cn3cc(-c4ccccc4)sc3n2)CC1	x	u	5%	-1%	i	-25%	-1
CC(C)CC(=O)N1CCCCCC1c1nnc(-c2ccccc2)o1 (configuration not stated)	-5%	-20%	4%	1%	5%	u	-7
CCOC(=O)c1ccc(-n2c(-c3ccc(C)cc3)c(C)n3c4c(=O)n(C)c(=O)n(C)c4nc23)cc1	x	x	-2%	5%	x	x	-2
CSc1ccc(-c2cccc(C(=O)NCC(=O)NCc3cccc(F)c3)c2)cc1	x	u	u	u	i	u	1
COc1ccc(-c2ccc3nnc(CNC(=O)COc4cccc(C)c4)n3n2)cc1	-5%	u	14%	-2%	0%	-25%	7
COCCN1C(=O)c2ccccc2C(C(=O)Nc2nnc(C)s2)C12CCCCC2 (configuration not stated)	1%	-9%	-13%	-1%	i	0%	7
COc1ccc(F)c(CN2CCCC(O)(CN3CCC(C(C)C)CC3)C2=O)c1 (configuration not stated)	-5%	u	-5%	5%	u	u	0
O=C(/C=C/c1ccccc1O)O[C@@H]1O[C@H](CO)[C@@H](O)[C@H](O)[C@H]1O	x	x	x	-5%	u	x	2
COc1ccc(-c2nc(CNS(=O)(=O)c3ccc(Br)cc3)cs2)cc1	x	x	-5%	12%	x	x	-12
COc1ccc(CCn2c(=O)c3cccnc3n(CC(=O)Nc3ccc(C)c(F)c3)c2=O)cc1OC	x	x	34%[activator]	2%	x	x	44
CCOc1ccc2c(n1)CCN(C(=O)c1cnccn1)C2	2%	i	-10%	3%[12.5 µM]	-10%	9%	-12
Cc1ccc(C2Cn3nnc(C(=O)N4CCC(C(=O)NC5CC5)CC4)c3CO2)cc1 (configuration not stated)	10µM*	-17%	105%	14%	i	-5%	0
Cc1ccc(NC(=O)Cn2nc(C(F)(F)F)c3c2CCCC3)cc1	x	x	6%	1%	x	x	-19
O=C(Nc1ccccc1F)c1ccc(-c2ccccc2)s1	x	x	20%	18%	x	x	-30*
COc1ccc([C@H]2C[C@@H](O)[C@@H](O)[C@@H]2NC(=O)c2cc(C)oc2C(F)(F)F)cc1	-12%[172 µM]	-23%[138 µM]	-4%[87.6 µM]	1%[87.6 µM]	2%[88.5 µM]	-21%[172 µM]	-1
O=C(O)CCc1conc1-c1ccc(F)cc1	-11%	-7%	8%	7%	i	-7%	22

Screening data from PubChem.
